PLCb3 inh – inhibitors of human phospholipase C beta3; Q01970; Purified PLC-beta3, fluorogenic substrate, fluorescence; inhibition, % at 12.2 µM; 370,000 tested, 0.18% active; in the data active = inhibition above about 11%;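 note: 0% = median of compound wells on plate and 100% = full blocker control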
ARFGAP1 inhibitor – inhibits rat ARF GTPase activating protein 1; Arfgap1-stimulated ARF1 GTP hydrolysis, GDP FP detection; inhibition, % at 16.5 µM; AID 651572; 360,000 tested, 0.26% active; Q62848;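 active = inhibition above a per-plate limit, mean inhibition of low control wells plus 3 SD, cut at about 25% in these data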;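 note: 0% = DMSO wells with enzyme and 100% = wells lacking Arfgap1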
Target sequence (Q62848 1-136 limits assumed): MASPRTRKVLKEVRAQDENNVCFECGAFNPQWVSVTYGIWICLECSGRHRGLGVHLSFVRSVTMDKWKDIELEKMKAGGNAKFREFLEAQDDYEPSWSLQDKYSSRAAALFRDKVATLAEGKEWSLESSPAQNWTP
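Repeats: one replicate per compound; assay system: rat Arfgap1 catalytic domain, aa 1-136; times: enzyme reaction 120 min at 25 °C after 20 min preincubation; detection: FP of antibody-bound GDP Alexa 633 tracer, ex 620/em 688 nm; benchmarks: high control wells lacking Arfgap1, low control full reaction with DMSO; reagent: human ARF1(Δ1-17)-GTP substrate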
UHRF1 MBD2 ctr – UHRF1 methyl-DNA binding inhibition; 370,000 tested, 0.75% active; Q96T88; inhibition, % at 4.4 µM; UHRF1 binding to methylated oligo, TR-FRET; in the data active = inhibition above about 21%;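 note: UHRF1 SRA domain binding a hemimethylated CpG hairpin DNA probe; 0% = median of test compound wells and 100% = reference inhibitor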
ADAM17 inh – inhibits human ADAM17; inhibition, % at 6.95 µM; AID 720648; recombinant ADAM17, EDANS/DABCYL FRET peptide cleavage; 370,000 tested, 0.83% active; P78536;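 active = inhibition above the mean of compounds lying between control limits plus 3 SD, set per campaign, cut at about 8.5% in these data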;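 note: 0% = DMSO-only wells as the low control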
MBD2 DNA inh – blocks human MBD2 binding to methylated DNA. Q9UBB5. TR-FRET, MBD2 binding to methylated oligonucleotide. inhibition, % at 4.4 µM. 370,000 tested, 0.31% active. AID 686964; in the data active = inhibition above about 13%
Target sequence (Q9UBB5 whole entry, looked up): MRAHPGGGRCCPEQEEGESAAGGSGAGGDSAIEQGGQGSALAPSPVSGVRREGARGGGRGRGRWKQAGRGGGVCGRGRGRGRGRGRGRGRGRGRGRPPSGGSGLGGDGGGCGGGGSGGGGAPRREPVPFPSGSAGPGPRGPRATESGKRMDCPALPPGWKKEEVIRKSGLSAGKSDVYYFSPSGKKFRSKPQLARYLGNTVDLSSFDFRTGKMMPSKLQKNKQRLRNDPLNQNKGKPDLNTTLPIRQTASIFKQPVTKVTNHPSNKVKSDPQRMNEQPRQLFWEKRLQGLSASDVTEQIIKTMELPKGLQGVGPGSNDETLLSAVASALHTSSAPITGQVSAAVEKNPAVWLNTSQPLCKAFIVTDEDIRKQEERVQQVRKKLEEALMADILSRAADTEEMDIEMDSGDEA
KLK7 zymogen act – proKLK7 (human) activation, primary screen. purified proKLK7, EDANS-DABCYL substrate fluorescence; 100% is mature enzyme control, 0% vehicle. activation, % at 7 µM. 370,000 tested, 0.9% active. AID 652039;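 active = activation above the mean of all tested compounds plus 3 SD, computed per campaign excluding outliers beyond control limits, cut at about 13% in these data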
Target sequence (P49862 whole entry, looked up): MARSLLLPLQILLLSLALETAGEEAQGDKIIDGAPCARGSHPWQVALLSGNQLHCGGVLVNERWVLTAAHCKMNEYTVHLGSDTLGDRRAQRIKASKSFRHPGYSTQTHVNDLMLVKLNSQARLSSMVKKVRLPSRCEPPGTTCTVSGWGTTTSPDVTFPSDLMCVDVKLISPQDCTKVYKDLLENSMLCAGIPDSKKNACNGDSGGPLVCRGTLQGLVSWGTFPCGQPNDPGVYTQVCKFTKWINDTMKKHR
DDE Tn7 FP inh – disrupts Tn7 cyclic peptide binding to fibrin D-Dimer-E complex; AID 720508; 370,000 tested, 0.13% active; inhibition, % at 8.3 µM; FP displacement of FITC-Tn7 peptide from fibrin DD(E); 0% = median of compound wells per plate;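 active = inhibition above the mean of compounds falling within the control limits plus 3 SD of them, cut at about 14% in these data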;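 note: 0% = plate median of compound wells and 100% = 10 µM Aha-Tn7 peptide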
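Measure: % inhibition scaled between sample-field median and high-control FP; Test system: human fibrin DD(E); Quantity: 2 µM final DD(E) protein; Doses: one dose, 8.3 µM nominal; Schedule: compound with protein 10 min, then 3 h after probe, room temperature; Detection: fluorescence polarization; Medium: Tris buffer with calcium and detergent, pH 7.8.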
ASAP1 inh – blocks human ASAP1-stimulated Arf1 GTP hydrolysis; Q9ULH1; GDP FP detection; inhibition, % at 16.5 µM; 360,000 tested, 0.19% active; in the data active = inhibition above about 25%;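 note: 0% = vehicle with enzyme and substrate and 100% = no enzyme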
PLCg1 inh – inhibitors of human phospholipase C gamma1 | P19174 | purified PLC-gamma1, fluorogenic substrate, fluorescence | inhibition, % at 12.2 µM | 370,000 tested, 0.84% active; in the data active = inhibition above about 9.5%
DDE Tn6 FP inh – disrupts Tn6 cyclic peptide binding to fibrin D-Dimer-E complex; 370,000 tested, 0.21% active; P02675; inhibition, % at 8.3 µM; Fibrin DD(E) TRITC-Tn6 fluorescence polarization displacement; AID 720509;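 active = inhibition above a per-campaign cutoff: mean of compounds within control limits plus 3 SD, cut at about 15% in these data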;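 note: 0% = median of all compound wells on the plate and 100% = blocking peptide control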
* hit, by the source's call; i = inactive; · = no result given.

SMILES	PLCb3 inh	ARFGAP1 inhibitor	UHRF1 MBD2 ctr	ADAM17 inh	MBD2 DNA inh	KLK7 zymogen act	DDE Tn7 FP inh	ASAP1 inh	PLCg1 inh	DDE Tn6 FP inh
N#CCCN1CCN(Cc2cc(-c3ccccc3)ccc2O)CC1	1	-7	4	1	4	0.1	-3	2	3	0
COC(=O)[C@@]1(Cc2ccc(F)cc2)[C@H]2c3cc(C(=O)N(C)C)n(CCO)c3C[C@H]2CN1C(=O)c1ccccc1	-6	7	0	-3	5	1.4	-1	2	-4	-2
CN1CCc2c1nc1ccccc1c2N (tested in a mixture with another compound)	-76	-4	6	-127	3	9.4	-1	-2	-67	0
CCOc1ccccc1N(CC(=O)N/N=C/c1cc(Br)ccc1OC)S(C)(=O)=O	3	2	-4	-16	-6	-0.1	7	1	2	6
CCC(C)NC(=O)c1ccc2c(c1)N(Cc1ccccc1)C(=O)CS2 (configuration not stated)	-8	-2	6	-6	7	-0.2	7	-3	-2	-7
COc1ccc(Nc2ccc([N+](=O)[O-])cn2)cn1	-3	5	-6	-1	-2	-0.3	11	-5	-1	-8
Cc1cc(Oc2cc(NN3CCCCC3)c([N+](=O)[O-])cc2[N+](=O)[O-])c(C(=O)c2ccccc2)cc1Cl	6	-3	0	-5	4	0.1	2	2	4	-5
COc1ccc(Cn2nnnc2CN2CCOCC2)cc1	4	13	-1	-1	2	-0.5	5	-15	1	2
CCc1cccc(C)c1NC(=O)Cc1ccsc1	-7	-21	-1	-3	1	-0.2	13	-6	-2	-1
CCOc1ccc(NC(=O)NNC(=O)c2cc3ccccc3cc2O)cc1	-69	-8	0	-3	3	-1.1	6	13	-38	-1
O=C(Cn1cc(C(F)(F)F)ccc1=O)Nc1ccc2c(c1)OCO2	4	3	0	2	-4	0.4	-2	-10	1	4
CSc1nc(C)c(Cc2c(F)cccc2Cl)c(=O)[nH]1	-9	-4	0	-6	2	-0.5	5	-3	1	6
S=c1c2c(nc3nc[nH]n13)CCC2	-1	4	18	-3	6	0.7	2	16	5	8
CCOC(=O)C1=C(C)C(c2ccccc2)NC(=S)N1 (configuration not stated)	0	-3	15	1	-1	-0.2	-2	18	0	-1
O=C(C1CCN(S(=O)(=O)c2ccccc2)CC1)N1CCN(C2CCCCC2)CC1	-2	·	-1	-3	-1	0.5	9	·	-1	-5
Nc1c(C(=O)NCc2ccc3c(c2)OCO3)nnn1Cc1cccc(F)c1	-5	-17	4	-2	1	-0.5	-1	6	-1	4
CCOc1cc2c(cc1OCC)CN(C(=O)c1cccc(S(=O)(=O)N3CCCC3)c1)CC2	-8	4	-2	-5	1	-0.3	1	13	-1	-10
O=C(Cc1ccc(Br)cc1)NC1CCCCC1	2	-6	-3	-4	2	0.3	-1	-9	8	2
Cn1cc(C(=O)c2ccc(Cl)cc2Cl)cc1C(=O)NN	2	-6	0	0	5	-0.8	4	5	1	1
CCc1ccc(CNCCNCC(C)O)cc1 (configuration not stated)	4	-3	0	4	4	-0.5	8	3	0	5
COCCCN(C(=O)C(C)Oc1ccc(Br)cc1)c1c(N)n(Cc2ccccc2)c(=O)[nH]c1=O (configuration not stated)	-11	-1	-1	-4	0	-0.6	8	-10	-2	4
O=C1NC(=O)C2(C=C(c3ccccc3)C(O)(c3ccccc3)C2)N1 (configuration not stated)	6	12	3	1	3	0.8	-8	11	-2	-5
CCOC(=O)c1c(NC(=O)COC(=O)c2ccc(Cl)nc2)sc(C)c1C	6	1	0	1	5	-0.1	3	-2	3	2
Cn1nc(OCC(N)=O)ccc1=O	2	1	0	0	-1	0.4	-2	4	1	3
COc1ccccc1N1CCN(C(=O)Nc2ccc([N+](=O)[O-])cc2)CC1	4	-2	0	6	-1	0.4	1	-11	5	4

Pulled by compound from above (5):
SMILES	PLCb3 inh	ARFGAP1 inhibitor	UHRF1 MBD2 ctr	ADAM17 inh	MBD2 DNA inh	KLK7 zymogen act	DDE Tn7 FP inh	ASAP1 inh	PLCg1 inh	DDE Tn6 FP inh
Cn1nc(OCC(N)=O)ccc1=O	2	1	0	0	-1	0.4	-2	4	1	3
N#CCCN1CCN(Cc2cc(-c3ccccc3)ccc2O)CC1	1	-7	4	1	4	0.1	-3	2	3	0
CCOC(=O)C1=C(C)C(c2ccccc2)NC(=S)N1 (configuration not stated)	0	-3	15	1	-1	-0.2	-2	18	0	-1
S=c1c2c(nc3nc[nH]n13)CCC2	-1	4	18	-3	6	0.7	2	16	5	8
Cc1cc(Oc2cc(NN3CCCCC3)c([N+](=O)[O-])cc2[N+](=O)[O-])c(C(=O)c2ccccc2)cc1Cl	6	-3	0	-5	4	0.1	2	2	4	-5

(further entries)
SMILES	PLCb3 inh	ARFGAP1 inhibitor	UHRF1 MBD2 ctr	ADAM17 inh	MBD2 DNA inh	KLK7 zymogen act	DDE Tn7 FP inh	ASAP1 inh	PLCg1 inh	DDE Tn6 FP inh
O=C(CN1C(=O)c2ccccc2S1(=O)=O)Nc1cccnc1	0	2	-1	-1	1	-0.6	-4	-7	0	-6
O=C(COc1ccccc1Cl)N1CCN(c2ncccn2)CC1	-53	-8	-1	-7	-4	0.2	-4	9	-1	12
Clc1ccc(Cn2ccc(C3CC3)n2)cc1	-4	10	0	-1	0	-0.3	-5	-12	1	6
Cc1ccccc1N1C(=O)c2ccccc2C1O (configuration not stated)	-3	-8	2	-2	-2	0.7	-1	-14	1	4
Clc1nccc(N2CCN(c3ccccc3Cl)CC2)n1	-7	-4	-2	1	-2	0.4	2	-1	2	5
O=[N+]([O-])c1cc([N+](=O)[O-])c(Oc2ccc(Cl)c3cccnc23)cc1NN1CCCCC1	4	5	-5	0	-7	0.6	0	11	1	-1
Cc1cc(OCCn2ccnc2)cc(C)c1Cl	-6	-8	3	-3	2	0.2	-8	6	3	-5
CS(=O)(=O)c1ccccc1C(=O)NC1CCCc2ccccc21 (configuration not stated)	2	-5	-2	-4	-2	-0.8	3	-1	-1	0
CN(C)c1cccc2c(C=C(C#N)C#N)ccc(N(C)C)c12	-39	7	-3	-10	1	0.5	5	-6	-35	-5
COc1ccc(OC)c(/C=N/NC(=O)c2cnccn2)c1	-17	4	-1	-4	1	26*	-6	5	-10	2
CCC(C(=O)NCc1ccco1)n1nc(C)c2c(C)n(-c3ccc(C)cc3)nc2c1=O (configuration not stated)	-5	8	18	-1	7	-0.3	8	11	0	4
COc1cn(-c2ccccc2)nc1C(=O)NCc1ccc(C)cc1	-5	-6	-5	-3	-6	-0.5	2	-4	2	-4
O=C(Nc1ccc(Cl)c([N+](=O)[O-])c1)ONC1=NCCCCC1	-5	6	-1	1	2	0.1	3	-10	4	-2
CCOC(=O)c1sc2ncnc(N3CCN(c4ccc(OC)cc4)CC3)c2c1C	-3	-3	3	-7	9	-0.5	2	-1	-5	-4
O=c1oc(-c2ccc(O)c(O)c2)cc2cc(O)cc(O)c12	i	19	-2	-71	0	-10	2	15	i	-12
CS(=O)(=O)N1CCc2cc(C(=O)N3CCOCC3)ccc21	6	-5	3	3	-5	-0.6	-2	-7	2	3
CSC(=NCc1cccnc1)NS(=O)(=O)c1cccs1	0	-5	0	-4	3	0.0	11	7	-2	-2
CCC(C)(C(=O)NC1CCCC1)N(C(=O)CNC(C)=O)c1ccc(C)cc1 (configuration not stated)	-5	2	2	0	-1	0.3	0	-12	-2	-11
C[C@@H]1ON(C)[C@H]2C[C@H]3c4cc(-c5cc6ccccc6o5)ccc4CCN3C[C@@H]12	-135	6	-6	-50	-7	2.6	3	6	-114	-1
CCOc1ccc(-c2nnc(N)s2)cc1	-3	5	-2	-3	-3	0.2	1	-11	-3	8
CCCCNC(=O)COC(=O)c1c2c(nc3ccccc13)/C(=C/c1cccs1)CC2	i	7	-3	-10	-5	-1.3	2	-4	i	-1
Cc1cccc(NC(=O)COC(=O)c2cc(C)oc2C)c1	-3	-7	-1	0	-2	-0.1	4	0	1	-3
CCc1cccc(C)c1NC(=O)CCN1C(=O)NC(C)(C)C1=O	-11	-20	0	-1	-2	0.8	0	-8	2	1
Cc1ccc(NCCCn2cnc(C(=O)Nc3ccc(C)c(C)c3)n2)cc1C	0	0	0	-4	0	0.5	7	-6	-2	2
Cc1cnc(C(=O)OCC(=O)Nc2ncc(Cl)cc2Cl)cn1	-9	-1	0	2	-5	0.3	-1	0	-5	-1

Record cards (already shown). Values in the order: PLCb3 inh, ARFGAP1 inhibitor, UHRF1 MBD2 ctr, ADAM17 inh, MBD2 DNA inh, KLK7 zymogen act, DDE Tn7 FP inh, ASAP1 inh, PLCg1 inh, DDE Tn6 FP inh
`O=c1oc(-c2ccc(O)c(O)c2)cc2cc(O)cc(O)c12` across the screens: i, 19, -2, -71, 0, -10, 2, 15, i, -12
`CN(C)c1cccc2c(C=C(C#N)C#N)ccc(N(C)C)c12` across the screens: -39, 7, -3, -10, 1, 0.5, 5, -6, -35, -5

The listing continues:
SMILES	PLCb3 inh	ARFGAP1 inhibitor	UHRF1 MBD2 ctr	ADAM17 inh	MBD2 DNA inh	KLK7 zymogen act	DDE Tn7 FP inh	ASAP1 inh	PLCg1 inh	DDE Tn6 FP inh
Cc1ccccc1NC(=O)CN(C)S(=O)(=O)c1ccc(-c2ccc(=O)[nH]n2)s1	1	6	-1	-3	2	0.2	-4	0	2	4
Cc1ccc(S(=O)(=O)/N=C2/NC(=O)/C(=C\c3ccco3)S2)cc1	-256	-18	7	-3	-4	-0.2	0	18	-223	8
N/C(=N\OC(=O)c1ccccc1[N+](=O)[O-])c1cccnc1	3	3	-3	-2	5	0.4	-4	2	3	-1
COc1ccc(N(C(=O)Cn2nnc(-c3ccccc3F)n2)C(C(=O)NCC2CCCO2)c2ccc(Cl)cc2)cc1 (configuration not stated)	1	3	-2	-1	-2	0.2	-4	-4	1	7
CC(C)CCn1c(NCCc2ccccc2)nc2c1c(=O)n(C)c(=O)n2C	1	11	0	5	-2	0.2	-5	-5	3	-4
Cc1cc(SCCC(=O)O)nc2ccccc12	3	12	0	-2	-4	-0.1	1	4	-2	-5
CC(C)(C)n1nc2c(c1NC(=O)COc1ccccc1F)CS(=O)(=O)C2	-4	-12	-1	-2	-1	-0.4	2	-6	5	4
COc1cc(C(=O)OCC(=O)Nc2cccc(S(=O)(=O)N3CCOCC3)c2)ccc1OCC(C)C	-3	8	0	-1	-4	0.4	3	3	0	-2
CS(=O)(=O)Nc1cccc(C2=NN(S(=O)(=O)c3ccc(F)cc3)C(c3cccs3)C2)c1 (configuration not stated)	1	16	11	5	4	0.3	-6	0	2	-4
CC(C)CO/C(=N/S(=O)(=O)c1ccccc1)c1ccccc1	3	-2	-1	-5	-5	-0.4	3	10	-2	8
COC(=O)[C@]1(C)N[C@H](CN(C)C(C)=O)[C@@H]2C(=O)N(C)C(=O)[C@@H]21	-1	8	-4	-3	1	0.8	-4	-14	0	8
O=C(CN1C(=O)/C(=C\C=C\c2ccccc2)SC1=S)Nc1ccc(F)cc1	-3	10	-2	2	-6	0.0	1	15	-3	1
CC1CCN(S(=O)(=O)c2ccc(NC(=O)c3ccccc3F)cc2)CC1	-5	4	4	3	2	-0.1	-9	-13	-3	-3
COC(=O)c1ccc(NC(=O)CSc2nnc(-c3ccccc3)n2C)cc1	-2	-1	-2	-3	-1	0.2	4	8	-1	-1

Source: PubChem BioAssay
